Source: PubChem
G9a block – qHTS Assay for Inhibitors of Histone Lysine Methyltransferase G9a. G9a H3K9 monomethylation, AlphaScreen, 2 h. Histone-lysine N-methyltransferase EHMT2 (Homo sapiens), Q96KQ7. Potency, µM (titrated, usually from 102 µM), for the others: top-dose activity, negative = inhibition, usual class: inhibitors. 350,000 tested, 8.8% active; further: on the % scale 0 is the no-effect control and ±100 the full control effect; nearly all actives have a fitted effect of over 75% in size
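AlphaScreen detection with an anti-monomethyl H3K9 antibody quantified product after a 2 h room-temperature reaction containing 500 nM biotinylated H3K9 peptide, 20 µM SAM and 20 nM enzyme, which had been preincubated 15 min with compound.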
POLH inh – qHTS for Inhibitors of Polymerase Eta | DNA polymerase eta (Homo sapiens), Q9Y253 | recombinant Pol eta, fluorescent DNA replication assay | 390,000 tested, 1.2% active | Potency, µM (titrated, usually from 114 µM), inactives show at the highest dose activity change, negative = inhibition, hits mostly inhibitors; further: on the % scale 0 is the no-effect control and ±100 the full control effect
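Fluorescent replication assay: 50 nM final substrate added after a 15 min room-temperature compound preincubation with 10 nM enzyme. Signal taken at 0 min and again at 10 min.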
Pol beta inh – qHTS Assay for Inhibitors of DNA Polymerase Beta | Pol beta primer extension/strand displacement, fluorescence kinetic | Potency, µM (doses to about 114 µM), for the others: at the top dose activity change, negative = inhibition, hits mostly inhibitors | 340,000 tested, 1.3% active | P06746; further: on the % scale 0 is the no-effect control and ±100 the full control effect
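Pol beta (10 nM) was preincubated with compound for 15 min at room temperature. The reaction was then started with 50 nM substrate and read immediately and after a further 10 min at room temperature.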
BLM inh – qHTS Assay for Inhibitors of Bloom's syndrome helicase (BLM) | RecQ-like DNA helicase BLM (Homo sapiens), P54132 | recombinant BLM DNA unwinding, fluorescence dequenching | Potency, µM (doses to about 56.1 µM), for the others: at the top dose activity change, negative = inhibition, usual class: inhibitors | 350,000 tested, 0.2% active;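 further: plate controls were vehicle for no effect and no enzyme for full effect; nearly all actives have a fitted effect of over 35% in size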
POLK inh – qHTS for Inhibitors of Polymerase Kappa | 400,000 tested, 0.53% active | AID 588579, 2011 | purified Pol kappa, fluorescent DNA synthesis assay, 10 min | Potency, µM (highest dose often 107 µM), inactives show at the top dose activity, negative = inhibition, usual class: inhibitors | DNA polymerase kappa (Homo sapiens), Q9UBT6; further: on the % scale 0 is the no-effect control and ±100 the full control effect
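50 nM final substrate added after 15 min RT preincubation of 10 nM Pol kappa with compound; fluorescence read at 0 and 10 min.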
POLI inh – qHTS for Inhibitors of Polymerase Iota; DNA polymerase iota (Homo sapiens), Q9UNA4; Pol iota fluorescent replication assay, 10 min; Potency, µM (doses to about 115 µM), inactives show top-dose activity, negative = inhibition, usual class: inhibitors; 390,000 tested, 1% active; AID 588590, 2011
Target sequence (Q9UNA4 whole entry, looked up): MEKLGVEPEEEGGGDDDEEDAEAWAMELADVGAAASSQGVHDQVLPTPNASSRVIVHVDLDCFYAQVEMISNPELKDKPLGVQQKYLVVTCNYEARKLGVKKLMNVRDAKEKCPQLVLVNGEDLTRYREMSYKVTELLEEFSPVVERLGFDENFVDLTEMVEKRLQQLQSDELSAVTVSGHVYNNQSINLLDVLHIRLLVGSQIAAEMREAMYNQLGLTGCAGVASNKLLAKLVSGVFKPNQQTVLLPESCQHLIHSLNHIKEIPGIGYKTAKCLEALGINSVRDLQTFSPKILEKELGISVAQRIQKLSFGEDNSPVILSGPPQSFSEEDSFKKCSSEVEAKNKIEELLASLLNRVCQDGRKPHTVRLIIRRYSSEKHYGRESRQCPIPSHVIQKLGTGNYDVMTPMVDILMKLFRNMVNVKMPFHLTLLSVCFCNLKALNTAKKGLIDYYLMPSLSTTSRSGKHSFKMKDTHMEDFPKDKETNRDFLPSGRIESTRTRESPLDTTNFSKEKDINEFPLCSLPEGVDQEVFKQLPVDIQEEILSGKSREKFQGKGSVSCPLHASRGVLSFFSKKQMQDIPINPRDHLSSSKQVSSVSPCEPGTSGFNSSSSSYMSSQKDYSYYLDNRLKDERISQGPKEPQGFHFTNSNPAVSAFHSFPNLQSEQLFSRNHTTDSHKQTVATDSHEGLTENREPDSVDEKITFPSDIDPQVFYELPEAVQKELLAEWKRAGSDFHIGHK
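Fluorescent replication assay read twice, at 0 min and 10 min after adding 50 nM (final) substrate. Enzyme (10 nM) and compounds were first incubated 15 min at room temperature; enzyme-free buffer wells were negative controls.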
Apoferritin bind – qHTS Assay for Identification of Novel General Anesthetics; Potency, µM (titrated, usually from 77.5 µM), without a hit: top-dose activity change, negative = displacement, hits mostly inhibitors; AID 485281, 2010; 350,000 tested, 0.074% active; apoferritin/1-aminoanthracene competitive binding, fluorescence; further: on the % scale 0 is the no-effect control and ±100 the full control effect; nearly all actives have a fitted effect of over 20% in size
Target sequence (P02791 2-175 limits assumed): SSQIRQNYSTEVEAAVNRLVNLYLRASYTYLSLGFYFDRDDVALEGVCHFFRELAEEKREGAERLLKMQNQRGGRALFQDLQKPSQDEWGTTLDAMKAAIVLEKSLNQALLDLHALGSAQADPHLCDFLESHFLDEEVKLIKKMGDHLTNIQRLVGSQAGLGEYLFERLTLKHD
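Read-out: endpoint 1-AMA fluorescence, excitation 380 nm and emission 535 nm, after compounds sit 10 min at room temperature with 10 uM horse-spleen apoferritin in 50% saturated 1-AMA/PBS. Values come from four-parameter Hill fits.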
APE1 inh – qHTS Assay for Inhibitors of the Human Apurinic/apyrimidinic Endonuclease 1 (APE1) | DNA repair nuclease/redox regulator APEX1 (Homo sapiens), P27695 | recombinant APE1, TAMRA/BHQ-2 abasic DNA cleavage fluorescence | Potency, µM (top dose mostly 65.8 µM), for inactives: top-dose activity change, negative = inhibition, most hits filed as inhibitors | 350,000 tested, 0.35% active | AID 2517, 2012;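 further: plate controls were vehicle for no effect and reference inhibitor for full effect; nearly all actives have a fitted effect of over 55% in size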
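Endonuclease cleavage of a quenched abasic-site DNA duplex (50 nM) by APE1 (0.75 nM) was tracked by TAMRA dequenching. Compounds were preincubated with enzyme 15 min at room temperature; data normalized to buffer-only and DMSO wells plus NSC13755 control.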
BAZ2B block – qHTS Assay for Inhibitors of BAZ2B | AID 504333, 2011 | AlphaScreen BAZ2B-H3K14Ac peptide displacement | 360,000 tested, 4.4% active | Bromodomain adjacent to zinc finger domain protein 2B (Homo sapiens), Q9UIF8 | Potency, µM (doses to about 114 µM), inactives show at the top dose activity change, negative = inhibition, hits mostly inhibitors; further: on the % scale 0 is the no-effect control and ±100 the full control effect; nearly all actives have a fitted effect of over 60% in size
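AlphaScreen displacement: compounds (up to 110uM) incubated 30 min at room temperature with a preformed 50 nM BAZ2B/50 nM biotinylated H3K14Ac peptide complex in PBS pH 7.4 with Tween-20. Donor and acceptor beads at 10 ug/mL final added, 20 min light-protected before reading.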
Numbers without * were called inactive; & = joins results of further samples; [ ] = remark or other dose. The call rests on the fitted dose curve; in most records, active means well fitted curve in the direction sought with a large enough effect; inconclusive means small, poorly fitted or top-dose-only effect, or another doubt; inactive means no such curve, though single readings can be large; an effect the other way counts as inactive or inconclusive. Potency means the concentration at half of the fitted maximal effect. The list is partial; the hit share may differ from the screen's.

Screening CC1CCN(C(=O)CN2CC(C)Sc3ccccc32)CC1 (stereo not drawn) returned G9a block inconclusive, POLH inh -5%, Pol beta inh 1%, BLM inh 1%, POLK inh -11%[60.1 µM], POLI inh 16%, Apoferritin bind 1% and BAZ2B block -13%.
CCCCC(=O)Nc1ccc(NC(=O)C2CC2)cn1 was read as G9a block -21%[59 µM], POLH inh -5%, Pol beta inh 21%, BLM inh 1%, POLK inh 5%, POLI inh 7%, Apoferritin bind -16%, APE1 inh 12% and BAZ2B block -6%.
Screening O=C1C(=O)N(Cc2cccnc2)C(c2ccccn2)/C1=C(/O)c1ccccc1 (stereo not drawn) returned G9a block inconclusive, POLH inh 0%, Pol beta inh 1%, BLM inh -1%, POLK inh 2%, POLI inh 22%, Apoferritin bind -13%, APE1 inh 0% and BAZ2B block inconclusive.
COc1ccc(C(=O)On2c(-c3ccc(Br)cc3)nc3ccccc3c2=O)cc1 was read as G9a block -14%[59 µM], POLH inh -5%, Pol beta inh 24%, BLM inh 3%, POLK inh 0%, POLI inh 24%, Apoferritin bind -10%, APE1 inh 5% and BAZ2B block -11%.
`Nc1ccc(SCc2cccnc2)cc1` gave G9a block 45µM*, POLH inh -11%, Pol beta inh 70%, BLM inh -1%, POLK inh -1%, POLI inh 19%, Apoferritin bind inconclusive, APE1 inh -6% and BAZ2B block 21%.
`CC(C)c1c(O)nc(SCC(=O)Nc2ccc3c(c2)CCC3)[nH]c1=O` gave G9a block -1%[59 µM], POLH inh -17%, Pol beta inh 47%, BLM inh 3%, POLK inh -2%, POLI inh 14%, Apoferritin bind -15%, APE1 inh 8% and BAZ2B block -25%.
For COc1ccc(NC(=O)C2Cc3ccccc3C(=O)O2)cc1 (stereo not drawn) the results were G9a block 32%[12.7 µM], POLH inh -5%, Pol beta inh 5%, BLM inh 0%, POLK inh -12%, POLI inh -22%, Apoferritin bind 7%, APE1 inh -2% and BAZ2B block -2%.
`O=C(OCc1cc(=O)n2nc(C3CC3)sc2n1)c1ccc(NC(=O)c2ccccc2Cl)cc1` gave G9a block 19%[59 µM], POLH inh -14%, Pol beta inh 7%, BLM inh -2%, POLK inh -4%[60.1 µM], POLI inh 15%, Apoferritin bind -24% and BAZ2B block 0%.
Screening CC(C)(C)C(=O)Nc1nc2c(s1)CN(Cc1ccccc1)CC2 returned G9a block 18µM*, POLH inh -5%, Pol beta inh 2%, BLM inh 0%, POLK inh -4%, POLI inh 32%[activator], Apoferritin bind -15%, APE1 inh -8% and BAZ2B block -33%.
O=S(=O)(c1cc(C(F)(F)F)ccc1Cl)N1CCCCCC1 was read as G9a block 97%[activator], POLH inh -3%, Pol beta inh -3%, BLM inh 1%, POLK inh -7%, POLI inh inconclusive, Apoferritin bind inconclusive, APE1 inh inconclusive and BAZ2B block 47%[activator].
Screening CCn1c(SCC(=O)N2CCCCCC2)nc2ccccc2c1=O returned G9a block 16%, POLH inh 0%, Pol beta inh 90%, BLM inh 0%, POLK inh 0%, POLI inh -15%, Apoferritin bind -3%, APE1 inh 9% and BAZ2B block 1%.
O=C(Cc1ccccc1)NCC(=O)OCC(=O)c1ccc(F)cc1 was read as G9a block 27%, POLH inh -11%, Pol beta inh inconclusive, BLM inh -1%, POLK inh -6%, POLI inh 25%, Apoferritin bind -19%, APE1 inh 5% and BAZ2B block -1%.
`N#CC1=C(N)N(c2ccccc2)C(c2cccc([N+](=O)[O-])c2)C1(C#N)C#N` (stereo not drawn) gave G9a block 45µM*, POLH inh -21%, Pol beta inh 0%, BLM inh -8%, POLK inh -16%, POLI inh 5%, Apoferritin bind inconclusive, APE1 inh -7% and BAZ2B block inconclusive.
Cc1cc(C)c2c(CN3CCOCC3)cc(=O)oc2c1C was read as G9a block 7%, POLH inh -11%, Pol beta inh 3%, BLM inh -4%, POLK inh -8%, POLI inh -8%[58.9 µM], Apoferritin bind -5%, APE1 inh 0% and BAZ2B block -4%.
For C[C@@H](O)C1NC(=O)[C@H](CCCCN)NC(=O)c2cc([N+](=O)[O-])cc(I)c2OCC[C@@H](C(N)=O)NC1=O (stereo partly drawn) the results were G9a block 8.9µM*, POLH inh 0%, Pol beta inh 18%, BLM inh -2%, POLK inh -3%, POLI inh inconclusive, Apoferritin bind 0%, APE1 inh 19% and BAZ2B block inconclusive.
For O=C(c1ccc2c(c1)N(Cc1cccc(Cl)c1)C(=O)c1ccccc1S2(=O)=O)N1CCCC1 the results were G9a block -27%[59 µM], POLH inh -3%, Pol beta inh 6%, BLM inh -3%, POLK inh -16%[60.1 µM], POLI inh -8%, Apoferritin bind -4% and BAZ2B block -5%.
For COc1cc(C(=O)NC(=S)Nc2cccc3nc(C)ccc23)cc(OC)c1OC the results were G9a block inconclusive, POLH inh 0%, Pol beta inh 1%, BLM inh 0%, POLK inh -1%, POLI inh inconclusive, Apoferritin bind -9%, APE1 inh -4% and BAZ2B block -20%.
Screening CC1CCC2C(=O)N(c3cccc(C(=O)Nc4ccc(F)cc4)c3)C(=O)C2C1 (stereo not drawn) returned POLH inh -1%, Pol beta inh 22%, BLM inh -6%, POLK inh -4%, POLI inh -2%, Apoferritin bind inconclusive, APE1 inh 3% and BAZ2B block -9%.
`CCOC(=O)C1=C(C)N(C)C(=O)NC1c1ccc2c(c1)OCO2` (stereo not drawn) gave G9a block 3%, POLH inh -13%, Pol beta inh -11%, BLM inh -1%, POLK inh 11%, POLI inh 24%, Apoferritin bind -10%, APE1 inh -6% and BAZ2B block -12%.
Screening Cc1cc(N/N=C/c2ccccc2O)nc(N2CCOCC2)n1 returned G9a block inconclusive, POLH inh -27%, Pol beta inh -14%, BLM inh -7%, POLK inh -9%, POLI inh 0%, Apoferritin bind 45%[activator], APE1 inh -7% and BAZ2B block -18%.

By substructure: those above with a nitro group on carbon
`N#CC1=C(N)N(c2ccccc2)C(c2cccc([N+](=O)[O-])c2)C1(C#N)C#N` (stereo not drawn) gave G9a block 45µM*, POLH inh -21%, Pol beta inh 0%, BLM inh -8%, POLK inh -16%, POLI inh 5%, Apoferritin bind inconclusive, APE1 inh -7% and BAZ2B block inconclusive.
For C[C@@H](O)C1NC(=O)[C@H](CCCCN)NC(=O)c2cc([N+](=O)[O-])cc(I)c2OCC[C@@H](C(N)=O)NC1=O (stereo partly drawn) the results were G9a block 8.9µM*, POLH inh 0%, Pol beta inh 18%, BLM inh -2%, POLK inh -3%, POLI inh inconclusive, Apoferritin bind 0%, APE1 inh 19% and BAZ2B block inconclusive.

The list continues:
Cc1ccc(NC(=O)Cn2cc(C(=O)C3CC3)c3ccccc32)c(C)c1 was read as G9a block -3%, POLH inh -14%&10%, Pol beta inh 19%&8%, BLM inh -10%&-2%, POLK inh 14%&-16%, POLI inh 28%&-13%, Apoferritin bind 13%&4%, APE1 inh 17% and BAZ2B block 13%&0%.
Screening CCCn1cc(S(=O)(=O)c2ccccc2)c(=O)c2cc(F)c(N3CCCC3)cc21 returned G9a block 1%[59 µM], POLH inh -17%, Pol beta inh -19%, BLM inh 4%, POLK inh -1%[60.1 µM], POLI inh 16%, Apoferritin bind -6% and BAZ2B block 9%.
For CC(=O)Nc1ccc(NC(=S)NC(=O)C2CC2)cc1 the results were POLH inh -8%, Pol beta inh 49%, BLM inh -8%, POLK inh -8%, POLI inh inconclusive, Apoferritin bind -1%, APE1 inh 5% and BAZ2B block -8%.
`C=CC[n+]1c(C)csc1Nc1cccc(Br)c1` gave G9a block 32µM*, POLH inh -13%, Pol beta inh 7%, BLM inh -3%, POLK inh -16%, POLI inh -26%, Apoferritin bind inconclusive and APE1 inh -2%.
For Cc1cccc(C(=O)Nc2nnc(S(=O)(=O)N(C)Cc3ccco3)s2)c1 the results were G9a block -16%, POLH inh inconclusive, Pol beta inh -10%&1%, BLM inh -3%&-4%, POLK inh -6%&-17%, POLI inh inconclusive, Apoferritin bind -2%&-8%, APE1 inh 39% and BAZ2B block -16%&-12%.
Screening CCN(C(=O)c1nn(-c2ccc(OC)c(Cl)c2)c(=O)c2c1c1ccccc1n2C)c1cccc(C(F)(F)F)c1 returned G9a block -8%[59 µM], POLH inh -12%, Pol beta inh 1%, BLM inh -12%, POLK inh -7%, POLI inh 17% and Apoferritin bind -1%.
COC(=O)C[C@H](NC(=O)Cn1cnc2c(OCc3ccccc3)ncnc21)C(=O)OC was read as POLH inh -15%, POLK inh -3%, POLI inh 26% and APE1 inh -5%.
COC(=O)c1sccc1NC(=O)CSCCc1ccncc1 was read as G9a block inconclusive, POLH inh -15%, Pol beta inh 4%, BLM inh -2%, POLK inh 1%, POLI inh 187%[activator], Apoferritin bind -8%, APE1 inh 10% and BAZ2B block -15%.
Cc1nc2cc(C)c(C)cc2s1 was read as G9a block -30%, POLH inh -12%, Pol beta inh 2%, BLM inh -3%, POLK inh 5%, POLI inh 58%[activator], Apoferritin bind -4%, APE1 inh -4% and BAZ2B block 9%.
Screening O=C(c1ccccc1)c1c[nH]c2ccccc12 returned G9a block 14%, POLH inh 1%, Pol beta inh 0%, BLM inh 0%, POLK inh -6%, POLI inh 24%, Apoferritin bind 4%, APE1 inh 8% and BAZ2B block 2%.

Random excerpt: 2 compounds from above.
`CCOC(=O)C1=C(C)N(C)C(=O)NC1c1ccc2c(c1)OCO2` (stereo not drawn) gave G9a block 3%, POLH inh -13%, Pol beta inh -11%, BLM inh -1%, POLK inh 11%, POLI inh 24%, Apoferritin bind -10%, APE1 inh -6% and BAZ2B block -12%.
Screening CCN(C(=O)c1nn(-c2ccc(OC)c(Cl)c2)c(=O)c2c1c1ccccc1n2C)c1cccc(C(F)(F)F)c1 returned G9a block -8%[59 µM], POLH inh -12%, Pol beta inh 1%, BLM inh -12%, POLK inh -7%, POLI inh 17% and Apoferritin bind -1%.
